EZH2 inh: blocks human EZH2/PRC2 H3K27 methylation | AID 651548 | actives 0.35% (n = 57,000) | DELFIA TRF, 1 h | Q15910 | inhibition, % at 12.5 µM;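 active = mean inhibition of replicates at least 50% and every single replicate also reaching 50%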;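 note: dimethyl H3K27 on biotinylated H3 21-44 peptide detected by antibody; plate controls were median neutral control wells for no effect and median positive control wells for full effect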
Target sequence (Q15910 whole entry, looked up): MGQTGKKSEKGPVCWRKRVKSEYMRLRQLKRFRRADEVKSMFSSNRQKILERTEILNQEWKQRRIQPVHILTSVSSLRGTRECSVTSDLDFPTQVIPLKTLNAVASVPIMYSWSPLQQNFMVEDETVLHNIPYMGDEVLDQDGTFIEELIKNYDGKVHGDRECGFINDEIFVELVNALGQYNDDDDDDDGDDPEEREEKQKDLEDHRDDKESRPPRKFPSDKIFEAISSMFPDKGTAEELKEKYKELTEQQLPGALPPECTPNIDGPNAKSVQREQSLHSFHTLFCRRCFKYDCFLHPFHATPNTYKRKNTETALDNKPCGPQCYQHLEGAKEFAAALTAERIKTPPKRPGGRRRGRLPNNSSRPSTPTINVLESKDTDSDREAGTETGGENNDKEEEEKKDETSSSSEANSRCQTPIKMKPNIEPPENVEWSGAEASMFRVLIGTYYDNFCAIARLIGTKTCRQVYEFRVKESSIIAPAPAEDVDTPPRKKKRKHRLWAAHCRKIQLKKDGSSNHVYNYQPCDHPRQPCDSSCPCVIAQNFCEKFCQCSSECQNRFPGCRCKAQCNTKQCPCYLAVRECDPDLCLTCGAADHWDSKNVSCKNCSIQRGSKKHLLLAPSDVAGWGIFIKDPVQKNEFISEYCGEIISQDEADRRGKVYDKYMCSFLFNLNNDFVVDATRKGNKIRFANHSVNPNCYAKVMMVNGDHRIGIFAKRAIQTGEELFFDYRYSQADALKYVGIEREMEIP
IDH1 mut inh: IDH1 R132H (human) inhibition; O75874; IDH1 R132H reductase, diaphorase/resazurin fluorescence, 60 min; inhibition, % at 10 µM; actives 0.18% (n = 70,000); AID 624101; in the data active = inhibition above about 34%;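 note: 0% = DMSO and 100% = no enzyme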
An asterisk follows results filed as active. The list is partial; rates above refer to the full screens.

What do the screens show for `Cc1ccc(S(=O)(=O)Nc2ccc3c(c2)C(=O)N([C@H](C)CO)C[C@@H](C)[C@@H](CN(C)CC2CCCCC2)OCCCC[C@H](C)O3)cc1`?
IDH1 mut inh: -4.9

How did Cc1ccc(-c2noc(CN(C(=O)c3cccc([N+](=O)[O-])c3)C(C)C)n2)cc1 do in these assays?
EZH2 inh: 2; IDH1 mut inh: -0.9

What do the screens show for `CC(C)NC(=O)Nc1ccc2c(c1)C(=O)N([C@H](C)CO)C[C@@H](C)[C@@H](CN(C)C(=O)Nc1ccccc1)O2`?
EZH2 inh: 13; IDH1 mut inh: -1.4

How did CCCN(C)C[C@@H]1OCc2cnnn2CCCC(=O)N([C@@H](C)CO)C[C@@H]1C do in these assays?
IDH1 mut inh: 0.3

Results for CO[C@@H](CN(C)C(=O)c1ccc2c(c1)OCO2)[C@@H](C)CN([C@@H](C)CO)S(=O)(=O)c1ccc(F)cc1 ?
EZH2 inh: -6; IDH1 mut inh: 0.1

Results for C[C@H]1CN([C@@H](C)CO)C(=O)Cc2cc(NC(=O)CCN3CCOCC3)ccc2O[C@@H]1CN(C)Cc1ccncc1 ?
EZH2 inh: 0; IDH1 mut inh: 0.0

Results for C[C@@H]1CN([C@H](C)CO)S(=O)(=O)c2ccc(C#Cc3ccc(F)cc3)cc2O[C@@H]1CN(C)CC1CC1 ?
IDH1 mut inh: 0.0

Results for COc1cccc(-c2cn(CC[C@H]3CC[C@@H](NC(=O)CN(C)C)[C@@H](CO)O3)nn2)c1 ?
EZH2 inh: 9; IDH1 mut inh: -0.3

Results for COc1cc(C)c(Cl)cc1S(=O)(=O)NCCN1CCOCC1 ?
EZH2 inh: -5; IDH1 mut inh: -0.2

What do the screens show for `COc1ccc(-c2nnc3c4ccccc4c(C)nn23)cc1S(=O)(=O)NCc1ccccc1`?
EZH2 inh: 1; IDH1 mut inh: -0.5

Results for Cc1noc(C)c1S(=O)(=O)Nc1ccc2c(c1)C(=O)N([C@@H](C)CO)C[C@@H](C)[C@@H](CN(C)C(=O)CCC(F)(F)F)OCCCC[C@@H](C)O2 ?
IDH1 mut inh: 2.0

What do the screens show for `CC(=O)c1ccc(NC(=O)CSc2nnc3n(C)c(=O)c4c5c(sc4n23)CCCC5)cc1`?
EZH2 inh: 3; IDH1 mut inh: -0.2

What do the screens show for `Cc1noc(C)c1S(=O)(=O)N(C)C[C@@H]1OCCCC[C@H](C)Oc2ccc(NC(=O)Cc3ccccc3)cc2C(=O)N([C@@H](C)CO)C[C@H]1C`?
IDH1 mut inh: -0.4

What do the screens show for `Cc1noc(C)c1S(=O)(=O)N(C)C[C@H]1Oc2ccc(NC(=O)CCCCCC(=O)Nc3ccccc3N)cc2CC(=O)N([C@H](C)CO)C[C@H]1C`?
EZH2 inh: 8; IDH1 mut inh: 0.2

What do the screens show for `C[C@@H]1CN([C@@H](C)CO)C(=O)c2c(c3ccccc3n2C)-c2ccccc2CO[C@@H]1CN(C)Cc1ccncc1`?
EZH2 inh: -37; IDH1 mut inh: 47*

What do the screens show for `C[C@@H]1CN([C@@H](C)CO)C(=O)c2cc(C3=CCCC3)cnc2O[C@H]1CN(C)Cc1ccccc1F`?
EZH2 inh: 11; IDH1 mut inh: -0.3

How did CC(C)C#Cc1cnc2c(c1)C(=O)N([C@H](C)CO)C[C@H](C)[C@H](CN(C)Cc1cncnc1)O2 do in these assays?
EZH2 inh: 3; IDH1 mut inh: 0.5

What do the screens show for `Cc1ccc(S(=O)(=O)NCC[C@H]2CC[C@H](NC(=O)Nc3ccccc3F)[C@H](CO)O2)cc1`?
EZH2 inh: 9; IDH1 mut inh: 0.0

How did COc1ccc(NC(=O)Nc2ccc3c(c2)C(=O)N([C@@H](C)CO)C[C@H](C)[C@H](CN(C)C(=O)Nc2ccc(OC)cc2)OCCCC[C@@H](C)O3)cc1 do in these assays?
IDH1 mut inh: 0.1

Results for C[C@@H]1CN([C@@H](C)CO)C(=O)c2cc(NC(=O)CCCN(C)C)ccc2O[C@@H]1CN(C)S(=O)(=O)c1cn(C)cn1 ?
IDH1 mut inh: 0.3

What do the screens show for `CO[C@@H]1CN(C)C(=O)c2ccc(NC(C)=O)cc2OC[C@@H](C)N(C(=O)C2CCOCC2)C[C@@H]1C`?
EZH2 inh: -6; IDH1 mut inh: 0.0

Results for CCCC#Cc1ccc2c(c1)O[C@@H](CN(C)C(=O)C1CCC1)[C@H](C)CN([C@@H](C)CO)S2(=O)=O ?
EZH2 inh: -6

Results for C[C@H]1CN([C@@H](C)CO)C(=O)c2cccc(NS(=O)(=O)c3cn(C)cn3)c2O[C@H]1CN(C)C(=O)Nc1cccc2ccccc12 ?
IDH1 mut inh: 1.4

How did COc1ccc(CN(C)C[C@H]2OCCCC[C@H](C)Oc3ccc(NC(=O)Nc4ccccc4)cc3C(=O)N([C@H](C)CO)C[C@H]2C)cc1 do in these assays?
IDH1 mut inh: 1.1

No new results follow: 9 of the compounds above.
What do the screens show for `Cc1noc(C)c1S(=O)(=O)N(C)C[C@@H]1OCCCC[C@H](C)Oc2ccc(NC(=O)Cc3ccccc3)cc2C(=O)N([C@@H](C)CO)C[C@H]1C`?
IDH1 mut inh: -0.4

What do the screens show for `Cc1noc(C)c1S(=O)(=O)N(C)C[C@H]1Oc2ccc(NC(=O)CCCCCC(=O)Nc3ccccc3N)cc2CC(=O)N([C@H](C)CO)C[C@H]1C`?
EZH2 inh: 8; IDH1 mut inh: 0.2

What do the screens show for `C[C@@H]1CN([C@@H](C)CO)C(=O)c2c(c3ccccc3n2C)-c2ccccc2CO[C@@H]1CN(C)Cc1ccncc1`?
EZH2 inh: -37; IDH1 mut inh: 47*

What do the screens show for `C[C@@H]1CN([C@@H](C)CO)C(=O)c2cc(C3=CCCC3)cnc2O[C@H]1CN(C)Cc1ccccc1F`?
EZH2 inh: 11; IDH1 mut inh: -0.3

How did CC(C)C#Cc1cnc2c(c1)C(=O)N([C@H](C)CO)C[C@H](C)[C@H](CN(C)Cc1cncnc1)O2 do in these assays?
EZH2 inh: 3; IDH1 mut inh: 0.5

What do the screens show for `Cc1ccc(S(=O)(=O)NCC[C@H]2CC[C@H](NC(=O)Nc3ccccc3F)[C@H](CO)O2)cc1`?
EZH2 inh: 9; IDH1 mut inh: 0.0

How did COc1ccc(NC(=O)Nc2ccc3c(c2)C(=O)N([C@@H](C)CO)C[C@H](C)[C@H](CN(C)C(=O)Nc2ccc(OC)cc2)OCCCC[C@@H](C)O3)cc1 do in these assays?
IDH1 mut inh: 0.1

Results for C[C@@H]1CN([C@@H](C)CO)C(=O)c2cc(NC(=O)CCCN(C)C)ccc2O[C@@H]1CN(C)S(=O)(=O)c1cn(C)cn1 ?
IDH1 mut inh: 0.3

What do the screens show for `CO[C@@H]1CN(C)C(=O)c2ccc(NC(C)=O)cc2OC[C@@H](C)N(C(=O)C2CCOCC2)C[C@@H]1C`?
EZH2 inh: -6; IDH1 mut inh: 0.0

(cont.)
What do the screens show for `C[C@H](CO)N1C[C@H](C)[C@H](CN(C)C(=O)Nc2cccc3ccccc23)Oc2ccc(NC(=O)Nc3ccc(F)cc3)cc2CC1=O`?
IDH1 mut inh: -11

Results for CCC(=O)Nc1ccc2c(c1)OC[C@@H](C)N(C(=O)c1ccccn1)C[C@@H](C)[C@@H](OC)CN(C)C2=O ?
EZH2 inh: 3; IDH1 mut inh: 0.2

How did Cc1noc(C)c1S(=O)(=O)N(C)C[C@H]1Oc2ccc(NC(=O)Nc3ccc4c(c3)OCO4)cc2CC(=O)N([C@H](C)CO)C[C@@H]1C do in these assays?
IDH1 mut inh: 2.9

Results for CO[C@@H]1CN(C)C(=O)c2ccc(NC(=O)Nc3ccc4c(c3)OCO4)cc2OC[C@H](C)NC[C@@H]1C ?
EZH2 inh: -1; IDH1 mut inh: -0.2

Results for C[C@@H]1CCCCO[C@@H](CN(C)S(=O)(=O)c2ccc(Cl)cc2)[C@H](C)CN([C@H](C)CO)C(=O)c2cc(NC(=O)NC3CCCCC3)ccc2O1 ?
IDH1 mut inh: -0.9

How did Cc1cc(Cl)ccc1NC(=O)CN(C)S(=O)(=O)c1ccc(F)cc1 do in these assays?
EZH2 inh: -6; IDH1 mut inh: 0.2

How did C[C@H]1CN([C@@H](C)CO)C(=O)Cc2cc(NC(=O)CCC(F)(F)F)ccc2O[C@@H]1CN(C)Cc1ccc(Cl)c(Cl)c1 do in these assays?
IDH1 mut inh: 2.3

Results for CCCN(C)C[C@H]1OCCCC[C@@H](C)Oc2ccc(NS(=O)(=O)c3ccc(OC)cc3)cc2C(=O)N([C@H](C)CO)C[C@@H]1C ?
EZH2 inh: -12; IDH1 mut inh: 1.2

How did O=C(C[C@H]1C[C@@H]2c3cc(NC(=O)Nc4ccccc4F)ccc3O[C@@H]2[C@H](CO)O1)NCc1ccc2c(c1)OCO2 do in these assays?
EZH2 inh: -5; IDH1 mut inh: -0.3

What do the screens show for `COC(=O)C[C@@H]1C[C@H]2c3cc(NC(=O)Nc4ccccc4)ccc3O[C@H]2[C@H](CO)O1`?
EZH2 inh: 1; IDH1 mut inh: -0.8

What do the screens show for `C[C@H]1CN([C@@H](C)CO)C(=O)Cc2cc(NS(C)(=O)=O)ccc2O[C@H]1CN(C)Cc1ccc(C(=O)Nc2ccccc2N)cc1`?
EZH2 inh: -16; IDH1 mut inh: 0.2

What do the screens show for `COc1ccc(-c2cn(CCNC(=O)[C@H](Cc3ccccc3)NS(=O)(=O)c3ccc(C)cc3)nn2)cc1OC`?
EZH2 inh: -1

How did C[C@H]1CN([C@@H](C)CO)S(=O)(=O)c2ccc(C#CC3CC3)cc2O[C@H]1CN(C)C(=O)c1ccccc1 do in these assays?
EZH2 inh: -10; IDH1 mut inh: 1.0

What do the screens show for `CO[C@@H]1CN(C)C(=O)c2ccc(NC(=O)c3ccccc3F)cc2OC[C@H](C)NC[C@@H]1C`?
EZH2 inh: 3; IDH1 mut inh: 0.1

What do the screens show for `CO[C@H]1CN(C)C(=O)c2cc(NC(=O)c3nc4ccccc4s3)ccc2OC[C@@H](C)NC[C@@H]1C`?
EZH2 inh: -13; IDH1 mut inh: 0.0

What do the screens show for `O=C(C[C@H]1C[C@H]2c3cc(NC(=O)C4CCOCC4)ccc3O[C@H]2[C@@H](CO)O1)NCc1ccncc1`?
EZH2 inh: 1; IDH1 mut inh: 0.8

Results for CCCNC(=O)C[C@H]1C[C@H]2c3cc(NC(=O)Cc4ccncc4)ccc3O[C@H]2[C@H](CO)O1 ?
EZH2 inh: -11; IDH1 mut inh: 0.2

What do the screens show for `COc1cccc(S(=O)(=O)N[C@H]2CC[C@H](CC(=O)NCc3ccccc3)O[C@@H]2CO)c1`?
EZH2 inh: -2; IDH1 mut inh: 0.0

Results for CCCCN(CC)C(=O)Cn1c(=O)n(Cc2ccccc2Cl)c(=O)c2cc(OC)c(OC)cc21 ?
EZH2 inh: -38; IDH1 mut inh: -2.2

Results for O=C(C[C@@H]1CC[C@@H](NC(=O)Nc2ccc(C(F)(F)F)cc2)[C@@H](CO)O1)NCc1ccccn1 ?
EZH2 inh: -8; IDH1 mut inh: 0.0

How did Cc1ccc(NC(=O)Cc2n[nH]c(=S)n2C)cc1 do in these assays?
EZH2 inh: -4; IDH1 mut inh: 0.1

How did C[C@@H]1CN([C@H](C)CO)C(=O)c2cc(NC(=O)Nc3cccc4ccccc34)ccc2O[C@@H]1CN(C)S(=O)(=O)c1cccs1 do in these assays?
IDH1 mut inh: -0.3

How did C[C@@H]1CN([C@H](C)CO)C(=O)c2cc(N(C)C)ccc2O[C@@H]1CN(C)Cc1ccc(C(=O)O)cc1 do in these assays?
EZH2 inh: -7

How did CO[C@H](CN(C)C(=O)c1ccc2c(c1)OCO2)[C@@H](C)CN([C@@H](C)CO)S(=O)(=O)c1ccc(C)cc1 do in these assays?
EZH2 inh: 4; IDH1 mut inh: -0.4

What do the screens show for `C[C@H](CO)N1C[C@H](C)[C@H](CN(C)S(=O)(=O)c2cn(C)cn2)Oc2ccc(NC(=O)Nc3cccc4ccccc34)cc2CC1=O`?
IDH1 mut inh: 0.7

Results for COC(=O)CCCCCCC(=O)N/N=C/C=C/c1ccc(O)c(OC)c1 ?
EZH2 inh: 9; IDH1 mut inh: 0.6

How did O=C(N[C@H]1CC[C@@H](CCn2cc(-c3ccccn3)nn2)O[C@@H]1CO)c1ccc(F)cc1 do in these assays?
EZH2 inh: 8; IDH1 mut inh: -0.6

How did C[C@@H]1CN([C@H](C)CO)C(=O)c2cccc(NC(=O)Nc3ccc(F)cc3)c2O[C@@H]1CN(C)Cc1ccc(C(=O)Nc2ccccc2N)cc1 do in these assays?
EZH2 inh: -18

Results for Cc1noc(C)c1S(=O)(=O)N(C)C[C@@H]1Oc2ccc(NS(=O)(=O)c3ccccc3)cc2CC(=O)N([C@@H](C)CO)C[C@@H]1C ?
IDH1 mut inh: 0.1

How did Cc1ccc(S(=O)(=O)N(C)C[C@H]2Oc3ccc(NC(=O)NC(C)C)cc3C(=O)N([C@@H](C)CO)C[C@@H]2C)cc1 do in these assays?
EZH2 inh: 5; IDH1 mut inh: -7.6

Results for CO[C@@H](CN(C)C(=O)C1CCOCC1)[C@@H](C)CN(C(=O)Nc1ccc(F)cc1)[C@@H](C)CO ?
EZH2 inh: -7; IDH1 mut inh: 0.3

Results for Cc1noc(C)c1S(=O)(=O)Nc1ccc2c(c1)C(=O)N([C@@H](C)CO)C[C@H](C)[C@@H](CN(C)C(=O)NC(C)C)OCCCC[C@@H](C)O2 ?
IDH1 mut inh: 1.6

Results for C[C@H]1CN([C@@H](C)CO)C(=O)c2cc(C#CC(C)(C)O)cnc2O[C@@H]1CN(C)C(=O)C1CCOCC1 ?
EZH2 inh: -5; IDH1 mut inh: 2.0

Results for C[C@@H]1CN([C@@H](C)CO)C(=O)c2cc(C3=CCCCC3)cnc2O[C@@H]1CN(C)S(=O)(=O)c1cn(C)cn1 ?
EZH2 inh: -15; IDH1 mut inh: 4.4

What do the screens show for `C[C@@H]1CN([C@@H](C)CO)C(=O)c2cc(-c3ccccc3F)cnc2O[C@H]1CN(C)C(=O)C1CCC1`?
EZH2 inh: -20; IDH1 mut inh: -2.8

How did O=C(Cc1ccccn1)N[C@@H]1CC[C@H](CCn2cc(-c3ccccc3)nn2)O[C@@H]1CO do in these assays?
EZH2 inh: 6; IDH1 mut inh: 0.1

Source: PubChem BioAssay
